Screening results from PubChem.
FID counter: displaces DNA intercalator in HCV helicase counter-screen; hit rate 0.17% among 290,000; DNA fluorescent intercalator displacement, fluorescence; inhibition, % at 7.9 µM; AID 1845; in the data active = inhibition above about 37%;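 also: 0% = vehicle and 100% = reference compound; higher means more ethidium bromide displaced from hairpin DNA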
OXTR ag: agonists of human oxytocin receptor; P30559; CHO-OTR cells, Fluo-8 calcium fluorescence; normalized: DMSO 0%, oxytocin 100%; activation, % at 3 µM; hit rate 0.32% among 320,000; AID 2435;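 active = activation above the mean of all tested compounds plus 3 SD, cutoff set per screening run, cut at about 20% in these data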;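 also: peak over basal fluorescence ratio from a 100 s FLIPR kinetic read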
Target sequence (P30559 whole entry, looked up): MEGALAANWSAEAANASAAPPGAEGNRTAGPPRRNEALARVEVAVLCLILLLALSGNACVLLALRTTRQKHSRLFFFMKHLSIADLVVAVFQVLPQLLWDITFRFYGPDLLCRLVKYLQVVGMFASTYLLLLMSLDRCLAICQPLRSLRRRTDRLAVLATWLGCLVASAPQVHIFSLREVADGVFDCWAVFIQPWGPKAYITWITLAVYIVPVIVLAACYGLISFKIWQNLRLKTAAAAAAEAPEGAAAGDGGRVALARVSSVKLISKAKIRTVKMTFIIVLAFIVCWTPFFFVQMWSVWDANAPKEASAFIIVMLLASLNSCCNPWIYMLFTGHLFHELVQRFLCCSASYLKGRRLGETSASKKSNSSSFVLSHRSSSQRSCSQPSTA
PHOSPHO1 block: blocks human PHOSPHO1 phosphatase activity. hit rate 1.1% among 290,000. inhibition, % at 13.3 µM. recombinant PHOSPHO1, absorbance phosphatase assay. Q8TCT1. AID 1565; in the data active = inhibition above about 60%
GPR7 antag: blocks human GPR7 receptor signaling | P48145 | inhibition, % at 4.4 µM | AID 1861 | GPR7-expressing cells, fluorescence antagonist assay | hit rate 1.1% among 290,000; in the data active = inhibition above about 16%, passing the limit was not always enough;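 also: cells stimulated with the agonist NPW; 0% = agonist with vehicle and 100% = vehicle without agonist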
Target sequence (P48145 whole entry, looked up): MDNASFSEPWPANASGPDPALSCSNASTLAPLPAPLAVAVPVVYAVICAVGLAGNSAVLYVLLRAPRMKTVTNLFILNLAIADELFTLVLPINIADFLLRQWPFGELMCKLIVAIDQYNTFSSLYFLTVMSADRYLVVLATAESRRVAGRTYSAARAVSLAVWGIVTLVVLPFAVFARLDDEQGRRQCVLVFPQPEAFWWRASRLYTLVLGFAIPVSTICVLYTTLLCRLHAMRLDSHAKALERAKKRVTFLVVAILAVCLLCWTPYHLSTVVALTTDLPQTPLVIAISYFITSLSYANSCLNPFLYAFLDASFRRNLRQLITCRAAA
MEKK2mut PB1 HTS: signal of MEK5 binding to mutant human MEKK2 PB1 domain. bead flow cytometry, Alexa488-MEK5 binding to MEKK2 mutant. percent response, % at 10 µM. hit rate 0.35% among 290,000. AID 1530; in the data active = percent response above about 24%, passing the limit was not always enough; also: inactives centre near 1; some results filed as inactive read as strong as hits; reference of the scale not given here
M18AAP inhibitor: blocks P. falciparum M18 aspartyl aminopeptidase | recombinant PfM18AAP, H-Glu-NHMec fluorogenic cleavage | inhibition, % at 7.35 µM | hit rate 1.2% among 290,000 | AID 1822;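 active = inhibition above the campaign mean inhibition over all tested compounds plus 3 SD, cut at about 28% in these data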;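 also: 0% = plate median of test compound wells and 100% = 2 mM ZnCl2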
MEKK3 PB1 HTS: modulators (inhibitors or enhancers) of MEK5 binding to human MEKK3 PB1 domain | binding response (% of control), % at 10 µM | Q99759 | bead-based flow cytometry, Alexa488-MEK5 binding to MEKK3; actives lie on both sides; 0 = blocked by unlabeled MEK5, 100 = vehicle | hit rate 1.4% among 290,000 | AID 1529;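 active = binding response more than 3 SD above or below the average of its plate-row segment, actives on both sides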;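 also: Alexa488 bead fluorescence after subtracting the streptavidin-only scavenger bead signal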
MEKK2 WT-MEK5: raises or lowers MEK5 binding to wildtype human MEKK2 PB1 domain | Q9Y2U5 | bead flow cytometry, Alexa488-MEK5 binding to MEKK2 WT; actives lie on both sides | binding response (% of control), % at 10 µM | hit rate 1.1% among 290,000; in the data active = binding response below about 67% or above about 130%
NALP1 inh: inhibitors of NALP1 inflammasome in yeast | S. cerevisiae NALP1/ASC/caspase-1 growth, X-gal OD620, 72 h | inhibition, % at 10 µM | hit rate 0.61% among 280,000 | AID 2071; in the data active = inhibition mostly above about 24%, no sharp cut-off; inactive = mostly below about 32%; also: some compounds called inactive have numbers as strong as hits
Active calls of the source: *; . = no result given. An unsorted share of the library, and some 6.2% of all compounds hit somewhere here.

Structure | FID counter | OXTR ag | PHOSPHO1 block | GPR7 antag | MEKK2mut PB1 HTS | M18AAP inhibitor | MEKK3 PB1 HTS | MEKK2 WT-MEK5 | NALP1 inh
OCCNc1nc(C2CC2)nc2c1nnn2Cc1ccccc1Cl | -24 | -1.5 | -7 | -1 | -2 | 3 | 99 | 97 | 5
Cc1ccc(/C=C/C(=O)NCc2ccncc2)cc1 | 1 | -0.5 | -16 | 0 | 10 | 2 | 100 | 111 | 23
Cc1ccc(CNc2ccc3c(c2)ncn3C)cc1 | 14 | 1.7 | 6 | -6 | -3 | 2 | 103 | 104 | -6
COc1ccccc1C(=O)COC(=O)c1cccc(S(=O)(=O)N2CCCC2)c1 | -30 | -1.6 | 33 | -21 | 4 | 1 | 100 | 106 | 6
COc1ccc(Cn2c(=O)[nH]c3cc(C(=O)NCCCN4CCCC4=O)ccc3c2=O)cc1 | -16 | 3.0 | 25 | -15 | -1 | 1 | 97 | 100 | 2
CCCCCCC1CC(=O)NC(=O)N1 (stereo not given) | -2 | -1.2 | 36 | -14 | -1 | -7 | 102 | 102 | 9
COC(=O)c1ccc(CSc2nc3ccccc3c(=O)n2-c2ccc(OC)c(OC)c2)o1 | -22 | 2.1 | 24 | -1 | -2 | -7 | 95 | 91 | 10
O=C(CN1CCN(C/C=C/c2ccccc2)CC1)Nc1ccccc1C(=O)NC1CC1 | 5 | -1.0 | 33 | -6 | 4 | -8 | 101 | 108 | -4
CCOc1ccc(N(CC(=O)Nc2cccc(C)c2)S(C)(=O)=O)cc1 | -14 | 0.5 | 31 | -5 | 1 | -14 | 106 | 105 | 18
CC(=O)NCCNC(=O)C1CCCCN1S(=O)(=O)c1ccccc1 (stereo not given) | -9 | 0.0 | 36 | -4 | -10 | -8 | 95 | 91 | 2
O=C(COc1ccc(Cl)cc1Cl)Nc1c(-c2cccs2)nc2ccccn12 | -14 | 7.3 | -14 | 9 | 3 | 1 | 106 | 105 | 12
NCC1CC2c3ccccc3C1c1ccccc12 (stereo not given) | 1 | 2.1 | 33 | 6 | 5 | -7 | 104 | 106 | 7
COC(=O)/C(=C/c1ccc(F)cc1)NC(C)=O | 0 | -0.3 | 9 | -11 | 12 | -1 | 102 | 106 | 32
COCc1nnc(NC(=O)c2cc3ccccc3o2)s1 | -7 | -0.3 | 22 | -4 | 2 | 1 | 103 | 109 | 2
C=CCN(C(=O)c1csnn1)C(C(=O)NCc1ccccc1)c1cccs1 (stereo not given) | -13 | -0.7 | 39 | -14 | 3 | -1 | 101 | 102 | 9
CNC(=O)COc1ccc(S(=O)(=O)N2CCCC2)cc1 | -6 | -0.2 | 29 | -17 | 3 | 2 | 103 | 105 | -6
CC(=O)Nc1ccc(NC(=O)CCNC(=O)c2ccccc2Cl)cc1 | -2 | 0.5 | 2 | -7 | 1 | -7 | 104 | 103 | 14
O=c1oc2ccccc2nc1/C=C(O)/C=C/c1ccc(F)cc1 | 40* | 0.3 | -15 | -2 | -1 | 16 | 100 | 94 | 54
COc1ccc(Cl)cc1NC(=O)c1cc(-c2ccco2)on1 | -1 | 0.9 | -4 | -12 | -6 | -2 | 100 | 98 | 8
CCCOC(=O)Cn1c(=O)c2cc3c(=O)n(CC(=O)OCCC)c(=O)c3cc2c1=O | 0 | . | -8 | -3 | 4 | -4 | 101 | 100 | 2
Cc1c(Cl)ccc2c(C(=O)O)cc(-c3ccccc3)nc12 | -21 | 0.3 | 25 | 4 | -18 | -5 | 89 | 91 | -29
CCc1c(C)[nH]c2ccccc2c1=O | 4 | 0.8 | 4 | -8 | -12 | -1 | 89 | 94 | -11
CCOC(=O)C(NC(=O)c1cccc(Cl)c1)(OCc1ccc(F)cc1)C(F)(F)F (stereo not given) | -13 | -1.0 | 16 | -9 | -1 | 5 | 122 | 99 | 25
Cc1cccc(C)c1NC(=O)CS(=O)CC(=O)Nc1ccc(N2CCOCC2)cc1 (stereo not given) | -11 | 0.6 | 20 | -6 | -2 | 1 | 103 | 103 | 22
O=C(COC(=O)c1ccncc1)Nc1cc(Cl)c(Cl)cc1Cl | -3 | 0.5 | 28 | -8 | . | -13 | . | . | -6
COc1cc(OC)cc(-c2cc(NC(C)=O)n[nH]2)c1 | 4 | -0.1 | 5 | -29 | 2 | 5 | 100 | 103 | 20
O=C(CCc1nc(-c2ccccc2)no1)NCc1cccnc1 | -1 | -0.1 | -4 | -7 | 4 | -1 | 100 | 100 | 19
Cc1ccc(C)c(S(=O)(=O)N2CC(=O)N(CCc3ccccc3)C(=O)C2)c1 | -7 | -1.4 | 10 | -6 | 0 | -3 | 98 | 97 | -2
Cc1ccc(Cn2cc(CCC(=O)O)c3ccccc32)cc1 | -31 | 3.9 | 18 | -4 | 4 | 1 | 101 | 103 | 12
COC(=O)c1ccccc1NC(=O)c1cccc(NC(=O)c2ccc(Br)o2)c1C | -16 | -1.1 | -23 | -8 | -1 | 5 | 93 | 93 | 5

The final three entries of the part above open the next one.
Structure,FID counter,OXTR ag,PHOSPHO1 block,GPR7 antag,MEKK2mut PB1 HTS,M18AAP inhibitor,MEKK3 PB1 HTS,MEKK2 WT-MEK5,NALP1 inh
Cc1ccc(C)c(S(=O)(=O)N2CC(=O)N(CCc3ccccc3)C(=O)C2)c1,-7,-1.4,10,-6,0,-3,98,97,-2
Cc1ccc(Cn2cc(CCC(=O)O)c3ccccc32)cc1,-31,3.9,18,-4,4,1,101,103,12
COC(=O)c1ccccc1NC(=O)c1cccc(NC(=O)c2ccc(Br)o2)c1C,-16,-1.1,-23,-8,-1,5,93,93,5
CCOC(=O)Cc1csc(N/N=C/c2cccc([N+](=O)[O-])c2)n1,-4,5.2,19,5,-2,-18,103,97,1
CC1=NN(c2ccc(C(=O)O)c(N)c2)C(=O)C1,-28,-0.6,63*,5,-6,15,98,100,18
O=C(O)C1CCCN(S(=O)(=O)Cc2ccccc2)C1 (stereo not given),2,.,38,-8,0,-39,99,98,12
CCOc1ccc(N(CC(=O)NCC2CCCO2)C(=O)CCC(=O)Nc2ccccn2)cc1 (stereo not given),-27,-0.2,-20,1,3,-4,89,103,-55
C=CCSc1nc(N)c(C(=O)Nc2ccccc2C)cc1C(N)=O,1,3.1,-7,-14,6,0,100,100,4
CCCc1nnc(NC(=O)CCC(=O)NC2CCCCCC2)s1,-12,1.4,22,-6,2,-3,100,99,18
COc1ccc([N+](=O)[O-])cc1NC(=O)CN(C)S(=O)(=O)c1ccccc1,4,-0.2,34,-19,-5,2,103,93,-2
CC(=O)Nc1ccc(C(=O)n2cnc3cc(C)c(C)cc32)cc1,-2,1.6,27,0,22,3,111,111,-2
C=CCn1c(SCC(=O)c2ccc(CNC(C)=O)o2)nc2ccccc2c1=O,-25,-1.3,14,-6,-5,1,89,91,-12
O=C1/C(=C/c2cccc([N+](=O)[O-])c2)CCc2ccccc21,-5,-2.0,11,11,-1,1,96,98,43
CC(C(=O)NCc1ccc(F)cc1)n1ccc2cc(S(=O)(=O)N3CCCC3)ccc21 (stereo not given),-32,2.2,26,-2,0,3,104,104,15
COc1ccc(N(C(=O)CS(=O)CC(=O)Nc2ccc(F)cc2)C(C(=O)NC2CCCCC2)c2cccs2)cc1 (stereo not given),-10,-1.3,0,-17,-3,2,87,86,26
Cc1ccc(C)c(CN2C(=O)CSc3ccc(C(=O)NCC(C)CN4CCC(C)CC4)cc32)c1 (stereo not given),6,2.2,5,7,5,-8,104,122,11
Cc1ccc(Cl)cc1NC(=O)c1cccc(OC(F)F)c1,-2,-1.4,7,-7,0,-4,98,102,0
CCCn1nnc(NCc2ccc(OCc3cccs3)c(OC)c2)n1,-17,0.1,-28,-5,1,0,100,98,22
COC(=O)c1cn(Cc2c(C)cc(C)cc2C)nn1,-14,-1.7,-20,-9,-1,-1,92,92,28
Cc1cccc(C)c1NC(=S)NC1CCCCC1,-7,-2.2,-6,-9,1,0,114,101,-1
CSc1nc2ccc3nc(NC(=O)c4ccc(Cl)s4)sc3c2s1,-10,0.5,30,-3,0,5,104,100,30

Structures listed so far that contain a furan ring, fused or not:
Structure,FID counter,OXTR ag,PHOSPHO1 block,GPR7 antag,MEKK2mut PB1 HTS,M18AAP inhibitor,MEKK3 PB1 HTS,MEKK2 WT-MEK5,NALP1 inh
COC(=O)c1ccc(CSc2nc3ccccc3c(=O)n2-c2ccc(OC)c(OC)c2)o1,-22,2.1,24,-1,-2,-7,95,91,10
COCc1nnc(NC(=O)c2cc3ccccc3o2)s1,-7,-0.3,22,-4,2,1,103,109,2
COc1ccc(Cl)cc1NC(=O)c1cc(-c2ccco2)on1,-1,0.9,-4,-12,-6,-2,100,98,8
COC(=O)c1ccccc1NC(=O)c1cccc(NC(=O)c2ccc(Br)o2)c1C,-16,-1.1,-23,-8,-1,5,93,93,5
C=CCn1c(SCC(=O)c2ccc(CNC(C)=O)o2)nc2ccccc2c1=O,-25,-1.3,14,-6,-5,1,89,91,-12
